Tb PYK inh: inhibitors of Trypanosoma brucei pyruvate kinase; TbPYK enzyme, Kinase-Glo Plus ATP luminescence, 45 min; Potency, µM (doses to about 76.8 µM), inactives show at the highest dose activity, negative = inhibition, usual class: inhibitors; actives 0.12% (n = 410,000); AID 624173; active = well fitted inhibition curve with a large enough effect; inconclusive = small, poorly fitted or top-dose-only effect; note: nearly all actives have a fitted effect of over 50% in size
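Assay buffer: 50 mM TEA pH 7.2, 100 mM KCl, 10 mM MgCl2, 0.05% BSA, 0.01% Tween-20. Pyruvate kinase from T. brucei plus substrate met compound, then ADP (130 uM final). Luminescence was read post 45 min RT.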
* marks the source's active call; other numbers are inactive results; ? = inconclusive; [ ] = remark or other dose. % is set by controls: 0 for no effect and ±100 for the full control effect; potency is the fitted concentration of half-maximal effect. These rows are one share of the data, so the mix of outcomes need not match the whole.

Preview (5 entries):
SMILES	Tb PYK inh
O=C(O)CCC/C=C\C[C@@H]1[C@@H](/C=C/[C@@H](O)COc2cccc(C(F)(F)F)c2)[C@H](O)C[C@@H]1O	-0.1%
CC(C)NC(=O)N1CCCC2(CCN(S(=O)(=O)c3ccccc3)CC2)C1	2.2%
CC1(C)S[C@@H]2[C@H](NC(=O)[C@@H](NC(=O)N3CCNC3=O)c3ccccc3)C(=O)N2[C@H]1C(=O)O	-6.6%[33.2 µM]
Cc1ccc(/C=C2/C(=O)C3(C)CCC2C3(C)C)cc1 (stereo not drawn)	-9.5%
CC(=O)N[C@@H](Cc1ccc(O)cc1)C(=O)O	-2.9%

Main list, previewed entries included:
SMILES	Tb PYK inh
O=C(O)CCC/C=C\C[C@@H]1[C@@H](/C=C/[C@@H](O)COc2cccc(C(F)(F)F)c2)[C@H](O)C[C@@H]1O	-0.1%
CC(C)NC(=O)N1CCCC2(CCN(S(=O)(=O)c3ccccc3)CC2)C1	2.2%
CC1(C)S[C@@H]2[C@H](NC(=O)[C@@H](NC(=O)N3CCNC3=O)c3ccccc3)C(=O)N2[C@H]1C(=O)O	-6.6%[33.2 µM]
Cc1ccc(/C=C2/C(=O)C3(C)CCC2C3(C)C)cc1 (stereo not drawn)	-9.5%
CC(=O)N[C@@H](Cc1ccc(O)cc1)C(=O)O	-2.9%
C=CC1CN2CCC1CC2C(OC(=O)OCC)c1ccnc2ccc(OC)cc12 (stereo not drawn)	-6.0%
CCN(CC)CCOC(=O)[C@@H](Cc1cccc2ccccc12)C[C@@H]1CCCO1	1.6%[33.2 µM]
Cn1c(=O)c(-c2cccs2)nc2cnc(Oc3ccccc3)nc21	0.0%
CC(=O)N1CCC[C@@]2(CCN(Cc3ccc(C#N)cc3)C2)C1	6.1%
C#C[C@]1(O)CC[C@H]2[C@@H]3CCC4=CC(=O)CCC4=C3C=C[C@@]21CC	0.0%
CN1CCCC[C@@H]1CCN1c2ccccc2Sc2ccc(S(C)=O)cc21 (stereo partly drawn)	0.0%
CN1CCCC2(CCN(S(=O)(=O)c3ccccc3)CC2)C1	0.3%
CC[C@]1([C@H]2O[C@@H]([C@@H]3O[C@](O)(CO)[C@@H](C)C[C@H]3C)C[C@H]2C)CC[C@@H]([C@]2(C)CC[C@@]3(C[C@@H](O)[C@@H](C)[C@@H]([C@H](C)[C@H](OC)[C@H](C)C(=O)O)O3)O2)O1	-4.0%
Cc1ccc(O)c2ncccc12	1.3%
COc1cc(C(=O)N2CCCCCCC2)cc(OC)c1OC	0.2%
O=C(O)/C=C/c1ccccc1	4.0%
COc1cccc(Cn2c(=O)cnc3cnc(Oc4cccc(Cl)c4)nc32)c1	-3.4%
O=c1c(-c2cc(F)cc(F)c2)nc2cnc(Oc3ccccc3)nc2n1C[C@H]1CCCO1	-5.6%
COCCn1c(=O)cnc2cnc(OCc3ccccc3)nc21	1.2%
O=S(=O)(c1ccccc1)N1CCC2(CCN(c3ccccc3)CC2)CC1	6.3%
Cc1nc2cnc(N(C)C)nc2n(Cc2ccc(F)cc2)c1=O	0.0%
O=C(c1ccncc1)N1CCC2(CCN(Cc3ccncc3)CC2)CC1	1.3%
CC(C)C[C@@H](N)C(=O)O	-1.9%
COc1cc(CCN)c(OC)cc1Br	4.4%[157 µM]
Cc1noc(C)c1C(=O)N1CCC2(CC1)CN(c1ccccc1)C2	4.8%
More records:
SMILES	Tb PYK inh
CN1CCN([C@@H](c2ccccc2)c2ccc(Cl)cc2)CC1	4.0%[33.2 µM]
CS(=O)(=O)N1CCC[C@@]2(CCN(C(=O)Nc3cccc(C#N)c3)C2)C1	0.0%
NCCCC[C@H](NC(=O)[C@@H]1CCCN1C(=O)[C@@H]1CSSC[C@H](NC(=O)CNC(=O)CNC(=O)CN)C(=O)N[C@@H](Cc2ccc(O)cc2)C(=O)N[C@@H](Cc2ccccc2)C(=O)N[C@@H](CCC(N)=O)C(=O)N[C@@H](CC(N)=O)C(=O)N1)C(=O)NCC(N)=O	-5.5%
NC(=O)C(=O)N/N=C/c1ccc([N+](=O)[O-])o1	0.2%
O=C(c1ccncc1)N1CCC2(CC1)CN(c1ccc(-c3ccccc3)cc1)C2	-11.4%
Cc1noc(C)c1C(=O)N1CCC2(CCCN(CC(C)C)C2)CC1	2.3%
O=C(c1ccncc1)N1CCC[C@@]2(CCN(Cc3ccncc3)C2)C1	-8.0%
Cc1ccc(-c2ncc(Cl)cc2-c2ccc(S(C)(=O)=O)cc2)cn1	-10.3%
CCOC(=O)Cc1ccc(-c2ccccc2)cc1	-5.9%
CC(=O)OCC(=O)[C@@]1(O)[C@H](OC(C)=O)C[C@H]2[C@@H]3CCC4=CC(=O)C=C[C@]4(C)[C@@]3(F)[C@@H](O)C[C@@]21C	-0.1%
CC1(Cn2ccnn2)[C@H](C(=O)O)N2C(=O)C[C@H]2S1(=O)=O (stereo partly drawn)	-10.3%
O=C(c1cnccn1)N1CCC2(CC1)CN(c1ncccn1)C2	-6.6%
O=c1cnc2cnc(Oc3cccc(Cl)c3)nc2n1Cc1ccc(F)cc1	2.1%
N#Cc1ccc(CN2CCCC3(CCN(C(=O)c4csnn4)CC3)C2)cc1	-0.6%
CCOC(C)OCC	-9.1%
COc1ccc(OC)c([C@H](O)CNC(=O)CN)c1	4.5%[33.2 µM]
O=C(Nc1ccccc1)N1CCCC2(CCN(C(=O)c3csnn3)CC2)C1	0.1%
CCCCO	0.2%
O=C(c1cnccn1)N1CCC2(CCN(Cc3cc(C(F)(F)F)cc(C(F)(F)F)c3)CC2)CC1	0.0%
C#CCN1CC(=O)N(COC(=O)[C@@H]2[C@@H](C=C(C)C)C2(C)C)C1=O	1.2%
Cc1nc2cnc(Nc3ccccc3)nc2n(C)c1=O	5.6%
C/C1=C2N=C(/C=C3N=C(/C(C)=C4\[N-]C(C)(C5N=C1C(C)(CCC(=O)NCC(C)OP(=O)([O-])O[C@H]1C(O)C(n6cnc7cc(C)c(C)cc76)O[C@@H]1CO)C5CC(N)=O)C(C)(CC(N)=O)C4CCC(N)=O)C(C)(CC(N)=O)C\3CCC(N)=O)C(C)(C)C/2CCC(N)=O.[CH2-]C1OC(n2cnc3c(N)ncnc32)C(O)C1O.[Co] (stereo partly drawn)	-4.8%
CCN(CC)CCO[C@H]1CC[C@@]2(C)C(=CC[C@@H]3[C@H]2CC[C@]2(C)C(=O)CC[C@H]32)C1	5.8%
O=S(=O)(c1ccccc1)N1CCC2(CC1)CN(Cc1ccccc1)C2	0.0%
COCC(=O)N1CCC[C@@]2(CCN(C(=O)Nc3ccccc3)C2)C1	-8.2%

An excerpt from above in order of SMILES length, highest first.
SMILES	Tb PYK inh
CC(=O)OCC(=O)[C@@]1(O)[C@H](OC(C)=O)C[C@H]2[C@@H]3CCC4=CC(=O)C=C[C@]4(C)[C@@]3(F)[C@@H](O)C[C@@]21C	-0.1%
CCN(CC)CCO[C@H]1CC[C@@]2(C)C(=CC[C@@H]3[C@H]2CC[C@]2(C)C(=O)CC[C@H]32)C1	5.8%
CCN(CC)CCOC(=O)[C@@H](Cc1cccc2ccccc12)C[C@@H]1CCCO1	1.6%[33.2 µM]
Cc1ccc(-c2ncc(Cl)cc2-c2ccc(S(C)(=O)=O)cc2)cn1	-10.3%
Cc1nc2cnc(N(C)C)nc2n(Cc2ccc(F)cc2)c1=O	0.0%

Continued:
SMILES	Tb PYK inh
CCCC(C)C1(CC)C(=O)NC(=S)NC1=O (stereo not drawn)	0.0%
COC(=O)C1=C(C)NC(C)=C(C(=O)OC(C)C)[C@H]1c1cccc2nonc12	-4.6%[33.2 µM]
COc1c(O[C@H]2O[C@@H](CO)[C@@H](O)[C@@H](O)[C@@H]2O)cc2c(c1OC)-c1ccc(SC)c(=O)cc1[C@H](NC(C)=O)CC2	4.6%[33.2 µM]
CCCCCCOC(=O)c1cccnc1	-7.2%
CC(=O)N1CCC2(CC1)CN(C(c1ccccc1)c1ccccc1)C2	6.1%
CC1=C(C(=O)O)N2C(=O)[C@@H](NC(=O)[C@H](N)C3=CCC=CC3)[C@H]2SC1	0.5%
O=C(c1ccncc1)N1CCC[C@@]2(CCN(c3ccccc3)C2)C1	9.4%
CC(=O)N1CCC2(CC1)CN(Cc1ccccc1)C2	-5.1%
S=C1NC=NC2N=CNC12 (stereo not drawn)	?
NC(=O)Nc1cc(-c2cccc(F)c2)sc1C(=O)N[C@H]1CCCNC1	-0.1%
O=c1[nH]c(=O)n(Cl)c(=O)n1Cl	2.7%
S=C=Nc1ccc(N=C=S)cc1	-2.8%
COCCn1c(=O)c(-c2ccc(F)cc2)nc2cnc(OCc3ccccc3)nc21	3.2%
CC(C)N(Cc1ccccc1)C(C)C (tested in a mixture with another compound)	2.2%
CCN(CCO)CCCC(C)Nc1ccnc2cc(Cl)ccc12 (stereo not drawn)	1.0%
CC(=O)N1CCC2(CCN(Cc3ccccc3)CC2)CC1	0.3%
CS(=O)(=O)N1CCC2(CC1)CN(C(=O)Nc1ccccc1)C2	0.2%
CC(=O)O[C@@H]1C(=O)O[C@H]2[C@@H]1OC(=O)[C@@H]2OC(C)=O	1.2%
CC[N+](CC)(CC)CC[C@](O)(c1ccccc1)C1CCCCC1	3.1%[33.2 µM]
CC1(CN2CCC(n3c(=O)[nH]c4ccccc43)CC2)OCc2ccccc2-n2cccc21 (stereo not drawn)	6.2%
O=S1(=O)c2cccc3cccc(c23)N1CCCN1CCN(c2ccc(F)cc2)CC1	3.6%
Cc1cc2nc3c(=O)[nH]c(=O)nc-3n(C[C@H](O)[C@H](O)[C@H](O)COP(=O)(O)OP(=O)(O)OC[C@H]3O[C@@H](n4cnc5c(N)ncnc54)[C@H](O)[C@@H]3O)c2cc1C	-10.9%
CC[C@@]1(O)C[C@H](O[C@H]2C[C@@H](N(C)C)[C@@H](O[C@H]3C[C@@H](O)[C@@H](O[C@H]4CCC(=O)[C@@H](C)O4)[C@@H](C)O3)[C@@H](C)O2)c2c(cc3c(c2O)C(=O)c2c(O)cccc2C3=O)[C@H]1C(=O)OC	-8.2%
CC1=C(C(=O)OC(C)C)C(c2cccc([N+](=O)[O-])c2)C(C(=O)OC2CN(C(c3ccccc3)c3ccccc3)C2)=C(N)N1 (stereo not drawn)	1.7%
CNc1cc(OC)c(C(=O)N[C@@H]2CCN(Cc3ccccc3)[C@H]2C)cc1Cl	-0.1%
Other records:
SMILES	Tb PYK inh
NC1CCN(c2cccc(Cl)n2)CC1	3.6%
CN1CC[C@@]2(CCCN(C(=O)c3cccn3C)C2)C1	-5.6%
CCOC(=O)CN[C@@H](C(=O)N1CC[C@H]1C(=O)NCc1ccc(/C(N)=N/O)cc1)C1CCCCC1	-3.7%
CCNC(C)Cc1cccc(C(F)(F)F)c1 (stereo not drawn)	-0.3%
O=C(c1ccco1)N1CCC2(CCN(Cc3nccs3)CC2)CC1	0.0%
CN1CCN(c2ncc3nc(-c4ccccc4)c(=O)n(CCC#N)c3n2)CC1	1.3%
N#Cc1ccc(CN2CC[C@@]3(CCCN(C(=O)c4ccco4)C3)C2)cc1	-3.4%
COc1cc([C@@H]2c3cc4c(cc3[C@@H](O[C@@H]3O[C@@H]5CO[C@@H](C)O[C@H]5[C@H](O)[C@H]3O)[C@H]3COC(=O)[C@H]23)OCO4)cc(OC)c1OP(=O)(O)O	4.7%
Cn1cc(-c2nc3cnc(Oc4ccccc4)nc3n(CCC#N)c2=O)c2ccccc21	5.1%
CC[C@@H]1[C@@H]2C[C@H]3[C@H]4N(C)c5ccccc5[C@@]45C[C@@H]([C@@H]2[C@@H]5O)N3[C@H]1O	3.4%[33.2 µM]
OC1OC[C@@H](O)[C@H](O)[C@@H]1O (stereo partly drawn)	2.7%
O=S1(=O)OC(c2ccc(O)cc2)(c2ccc(O)cc2)c2ccccc21	3.7%
O=C(Nc1cccc(F)c1)N1CC[C@@]2(CCCN(C(=O)c3ccncc3)C2)C1	9.7%
C[N+](C)(C)CC[N+]1(C)Cc2c(Cl)c(Cl)c(Cl)c(Cl)c2C1	-1.9%
N#CCCn1c(=O)c(-c2cccs2)nc2cnc(Oc3cccc(Cl)c3)nc21	-3.8%
COc1cc(C[C@H](C)N)c(OC)cc1C	-1.8%[157 µM]
OC(CN1CCCCC1)c1cc(-c2ccccc2)on1 (stereo not drawn)	-5.3%
O=C(c1ccncc1)N1CCC2(CC1)CN(C(c1ccccc1)c1ccccc1)C2	-5.9%
O=c1c(-c2ccccc2)nc2cnc(Oc3ccccc3)nc2n1C1CC1	0.1%
CC1(C)CCC(c2ccc(Cl)cc2)=C(CN2CCN(c3ccc(C(=O)NS(=O)(=O)c4ccc(N[C@H](CCN5CCOCC5)CSc5ccccc5)c(S(=O)(=O)C(F)(F)F)c4)cc3)CC2)C1	0.0%
